# SENP8 block-1: inhibitors of human SENP8 protease. Q96LD8. purified SENP8, Z-RLRGG-aminoluciferin cleavage, luminescence. inhibition, % at 10 µM. hit rate 1.2% among 330,000. AID 2540; in the data active means inhibition above about 50%
# Target sequence (Q96LD8 whole entry, looked up): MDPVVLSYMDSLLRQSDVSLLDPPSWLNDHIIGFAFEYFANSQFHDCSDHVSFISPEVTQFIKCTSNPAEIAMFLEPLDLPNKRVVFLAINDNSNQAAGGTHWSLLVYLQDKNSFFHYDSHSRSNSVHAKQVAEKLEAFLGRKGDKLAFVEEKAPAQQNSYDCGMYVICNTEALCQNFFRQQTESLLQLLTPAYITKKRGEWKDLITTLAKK
# PfG6PD inh: PfG6PD (Plasmodium falciparum) enzyme inhibition | PfGluPho enzyme, NADPH resazurin-diaphorase fluorescence | inhibition, % at 20 µM | hit rate 0.78% among 350,000;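 active means inhibition reaching at least a set limit at 20 µM in the primary screen, cut at about 59% in these data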;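 further: 0% = DMSO wells with substrate and 100% = DMSO wells lacking glucose-6-phosphate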
# Apaf1 inhib: inhibitors of human Apaf-1 apoptosome; reconstituted apoptosome caspase-3 activity, DEVD-Rh110 fluorescence; inhibition, % at 20 µM; hit rate 0.71% among 330,000; O14727; active means inhibition of at least 40% at 20 µM;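 further: plate controls were DMSO wells for no effect and DEVD-CHO caspase inhibitor wells for full effect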
#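 detection = Rh110 fluorescence intensity | test system = biochemical Apaf-1 apoptosome reconstitution | also added = cytochrome c and DEVD-Rh110 substrate | schedule = 30 min plus 50 min, RT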
# SENP6 inh: blocks the human protease SENP6; hit rate 1.8% among 330,000; inhibition, % at 10 µM; Q9GZR1; Recombinant SENP6 catalytic domain, aminoluciferin luminescence; AID 2599;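 active means inhibition above about 50% at the single tested dose, limit read from the data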;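 further: plate controls were DMSO wells with enzyme for no effect and DMSO wells lacking enzyme for full effect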
# SENP1 inh: inhibitors of human SENP1 SUMO protease catalytic domain; Q9P0U3; inhibition, % at 10 µM; AID 624204; hit rate 0.21% among 360,000; recombinant SENP1 catalytic domain, CyPet-SUMO1-YPet FRET cleavage;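 active means inhibition at least 30% at 10 µM, raw YFP signal under a set limit, fluorescence ratio 0.5 to 1.5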;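 further: 0% = enzyme with DMSO and 100% = no enzyme wells; some results filed as inactive read as strong as hits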
# Target sequence (Q9P0U3 419-644 limits assumed): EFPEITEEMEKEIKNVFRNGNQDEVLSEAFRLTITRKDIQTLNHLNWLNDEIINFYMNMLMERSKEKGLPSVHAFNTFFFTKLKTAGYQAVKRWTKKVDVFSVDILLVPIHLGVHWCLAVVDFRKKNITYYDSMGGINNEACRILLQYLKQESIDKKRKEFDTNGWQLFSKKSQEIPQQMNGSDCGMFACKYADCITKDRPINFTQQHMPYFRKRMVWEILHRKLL
#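 Assay system – human recombinant His6-tagged SENP1 catalytic domain enzyme · Input – SENP1 enzyme, 20 pM final · Buffer or medium – Tris pH 8 buffer plus EDTA, NaCl, BME, BSA, NP40, catalase · Schedule – 50 min reaction at room temperature · Technique – FRET read of cyan and yellow fluorescence · Control set – no-enzyme wells low, DMSO-plus-enzyme wells high control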
# HKDC1 inh: HKDC1 (human) hexokinase inhibition. hit rate 0.16% among 340,000. inhibition, % at 20 µM. AID 493160. recombinant HKDC1, G6PDH/diaphorase resazurin coupled fluorescence. Q2TB90;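 active means inhibition above about 35% when tested at 20 µM, limit read from the data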;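 further: plate controls were DMSO wells with enzyme for no effect and DMSO wells lacking enzyme for full effect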
#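 Test system: Recombinant HKDC1 (HK5) hexokinase enzyme, produced in-house | Input: HKDC1 at 5 µg/mL | Buffer or medium: Tris pH 8.0 buffer with MgCl2, Tween-20, BSA, BME | Schedule: 90 min reaction incubation at room temperature, dark | Technique: Resazurin-to-resorufin fluorescence via G6PDH and diaphorase coupling, 525/613 nm | Controls: DMSO wells with and without enzyme mix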
# NALP3 yeast inh: blocks the NALP3 inflammasome reconstituted in yeast | AID 2825 | Yeast reconstituted NLRP3/ASC/caspase-1, beta-gal luminescence, 24 h | hit rate 0.39% among 330,000 | inhibition, % at 10 µM;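 active means inhibition of 50% or more; inactive means inhibition below 50%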;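 further: plate controls were induced DMSO wells for no effect and uninduced yeast grown without galactose for full effect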
# SENP8 block-2: blocks human SENP8 cleavage of Nedd8 substrate; Q96LD8; recombinant SENP8, Nedd8 substrate fluorescence; inhibition, % at 20 µM; hit rate 0.64% among 360,000; AID 602440; in the data active means inhibition mostly above about 40%, no sharp cut-off; inactive means mostly below about 27%
# SENP7 inh: SENP7 protease inhibition | hit rate 1.5% among 330,000 | inhibition, % at 5 µM | recombinant SENP7, Z-RLRGG-aminoluciferin luminescence, 40 min | AID 434973;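 active means inhibition above about 50% at the single test dose, limit read from the data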;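 further: plate controls were DMSO with enzyme for no effect and no enzyme buffer wells for full effect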
# Target sequence (Q9BQF6 706-1050 limits assumed): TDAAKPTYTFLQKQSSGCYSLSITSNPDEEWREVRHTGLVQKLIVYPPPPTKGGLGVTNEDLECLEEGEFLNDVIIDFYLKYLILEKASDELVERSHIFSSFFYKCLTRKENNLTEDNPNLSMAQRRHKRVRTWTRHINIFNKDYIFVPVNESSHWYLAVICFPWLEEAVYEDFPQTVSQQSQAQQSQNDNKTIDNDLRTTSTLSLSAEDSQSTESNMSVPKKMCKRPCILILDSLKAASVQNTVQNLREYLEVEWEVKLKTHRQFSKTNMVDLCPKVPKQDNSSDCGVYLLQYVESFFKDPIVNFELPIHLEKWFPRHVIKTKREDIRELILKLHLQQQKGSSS
# * hit, by the source's call; x = not tested or not shown. Compounds were not picked by outcome (roughly 4.1% active in at least one column).
# The first 6 records, ahead of the listing:
mol	SENP1 inh	NALP3 yeast inh	SENP8 block-1	HKDC1 inh	SENP7 inh	Apaf1 inhib	PfG6PD inh	SENP8 block-2	SENP6 inh
Cn1c(=O)c2c(SCC(N)=O)nc(CC(C)(C)C)nc2n(C)c1=O	6	-3	2	2	1	-5	-22	13	-8
CCCc1nc(NCc2ccccn2)c2nnn(Cc3ccccc3F)c2n1	0	26	-4	2	5	19	3	22	-28
Cc1ccccc1NC(=O)C(=O)c1cn(C)c2ccccc12	1	9	-15	-1	8	-6	-5	8	0
Cc1nc(N2CCCCC2C)c2c(C)c(C(=O)Nc3cccc(C(F)(F)F)c3)sc2n1 (stereo not given)	-1	13	-3	0	3	29	16	-133	-3
Nc1c(Cl)cnc(C(Cl)(Cl)Cl)c1Cl	1	12	-4	-10	-2	-1	8	6	-11
COc1ccc(C(=O)c2ccc(OC)c(OC)c2)cc1OC	-1	1	-8	-2	-13	5	2	9	2

# Results, from the first entry:
mol	SENP1 inh	NALP3 yeast inh	SENP8 block-1	HKDC1 inh	SENP7 inh	Apaf1 inhib	PfG6PD inh	SENP8 block-2	SENP6 inh
Cn1c(=O)c2c(SCC(N)=O)nc(CC(C)(C)C)nc2n(C)c1=O	6	-3	2	2	1	-5	-22	13	-8
CCCc1nc(NCc2ccccn2)c2nnn(Cc3ccccc3F)c2n1	0	26	-4	2	5	19	3	22	-28
Cc1ccccc1NC(=O)C(=O)c1cn(C)c2ccccc12	1	9	-15	-1	8	-6	-5	8	0
Cc1nc(N2CCCCC2C)c2c(C)c(C(=O)Nc3cccc(C(F)(F)F)c3)sc2n1 (stereo not given)	-1	13	-3	0	3	29	16	-133	-3
Nc1c(Cl)cnc(C(Cl)(Cl)Cl)c1Cl	1	12	-4	-10	-2	-1	8	6	-11
COc1ccc(C(=O)c2ccc(OC)c(OC)c2)cc1OC	-1	1	-8	-2	-13	5	2	9	2
COc1ccc(NC(=O)N(C)C[C@H]2Oc3ccc(NC(=O)C4CC4)cc3C(=O)N([C@H](C)CO)C[C@@H]2C)cc1	0	-5	6	-3	-4	-1	-6	4	19
CCOc1ccccc1OCC(=O)OCC(=O)c1c(N)n(CC(C)C)c(=O)n(C)c1=O	-1	-3	11	-3	3	-3	-6	5	-12
Cc1nc(-c2ccncc2)nc(NCCNc2ccc(C(F)(F)F)cn2)c1Cl	1	11	4	-1	6	-2	9	3	5
COc1ccc(/C(N)=N/OC(=O)CN(C)S(=O)(=O)c2ccc(C)cc2)cc1	2	x	x	-4	x	x	4	14	x
CN=C1c2cc3cc(OC)ccc3n2CCN1C	1	2	1	-7	4	1	-15	-27	1
COc1ccc(CCC(C)NC(=O)CCc2ccccc2)c(OC)c1 (stereo not given)	2	15	2	-5	-9	1	-5	11	-3
Cc1cc(C)cc(N2C(=O)CC(Sc3ncn[nH]3)C2=O)c1 (stereo not given)	4	29	-7	11	2	14	7	7	12
Cc1ccc(-c2nc(CN(C)C3CCOC3)c(C)o2)s1 (stereo not given)	0	-14	-6	-2	-8	6	-5	-14	-11
COc1ccc(S(=O)(=O)N2CCCC(C(=O)NCc3cccnc3)C2)cc1OC (stereo not given)	1	-7	2	-3	8	2	-2	16	-5
COCCS(=O)(=O)N(Cc1ccc(Br)cc1)[C@@H](C)C(=O)OC	0	x	x	5	3	7	-3	10	x
COc1ccc(C[C@H]2CN3C(=NC[C@@H]3Cc3ccc(O)cc3)N2C[C@H](C)NC(=O)CCC2CCCCC2)cc1	0	1	-8	0	9	18	-6	12	-15
CNC(=S)/N=C(\Nc1ccc(C)cc1)c1ccccc1	4	15	-2	-4	1	-15	33	19	6
Cc1onc(-c2ccccc2)c1C(=O)N1CCN(Cc2ccc3c(c2)OCO3)CC1	1	3	-6	26	-14	-1	3	20	-30
CCc1nnc(NC(=O)CCC(=O)N2CCN(Cc3cc(F)ccc3OC)CC2)s1	0	18	-8	1	9	2	-21	14	18
Cc1ccccc1-n1nc2c(c1NC(=O)COc1ccc(Cl)cc1)CS(=O)C2 (stereo not given)	1	14	8	-1	3	0	5	13	13
O=C(O)c1cc([N+](=O)[O-])ccc1N1CCC(Cc2ccccc2)CC1	0	28	4	-5	3	-9	-8	22	6
COc1ccc(C)cc1NC(=O)COC(=O)c1ccc2c(c1)OCO2	3	21	13	-4	7	-9	-9	-1	8
Cc1ccc(NCC(=O)Nc2cccc(S(=O)(=O)N(C)C)c2)cc1S(=O)(=O)N1CCCCCC1	1	8	2	0	6	14	-5	-1	-1
CCOC(=O)N1CCN(c2c(N3CCC(N4CCCCC4)CC3)c(=O)c2=O)CC1	3	6	0	-1	4	8	-3	12	0
Cc1cc(C)cc(OCC(=O)Nc2nc(-c3ccccn3)cs2)c1	-5	16	-1	-3	11	11	42	1	-8
O=C(CCC(=O)N(c1cccc(F)c1)C(C(=O)NC1CCCC1)c1ccncc1)Nc1cccnc1 (stereo not given)	2	-5	-5	-2	-9	-3	14	-1	-23
O=C(COc1ccccc1F)N1CCN(S(=O)(=O)/C=C/c2ccccc2)CC1	-1	10	7	-3	13	11	5	3	10
O=C(NCc1ccc(Cl)cc1)c1cccnc1	3	0	-7	4	4	-6	-1	7	-7
CC1(C)CC(=O)C=C(Nc2cccc(F)c2)C1	0	15	2	-7	7	-1	-3	11	-16

# Arranged by number of heavy atoms (lowest first): 5 of the compounds above
mol	SENP1 inh	NALP3 yeast inh	SENP8 block-1	HKDC1 inh	SENP7 inh	Apaf1 inhib	PfG6PD inh	SENP8 block-2	SENP6 inh
O=C(NCc1ccc(Cl)cc1)c1cccnc1	3	0	-7	4	4	-6	-1	7	-7
CNC(=S)/N=C(\Nc1ccc(C)cc1)c1ccccc1	4	15	-2	-4	1	-15	33	19	6
COCCS(=O)(=O)N(Cc1ccc(Br)cc1)[C@@H](C)C(=O)OC	0	x	x	5	3	7	-3	10	x
Cc1cc(C)cc(OCC(=O)Nc2nc(-c3ccccn3)cs2)c1	-5	16	-1	-3	11	11	42	1	-8
Cc1ccc(NCC(=O)Nc2cccc(S(=O)(=O)N(C)C)c2)cc1S(=O)(=O)N1CCCCCC1	1	8	2	0	6	14	-5	-1	-1

# Other structures.
mol	SENP1 inh	NALP3 yeast inh	SENP8 block-1	HKDC1 inh	SENP7 inh	Apaf1 inhib	PfG6PD inh	SENP8 block-2	SENP6 inh
CC(C)C[C@H](NC(=O)c1[nH]cnc1C(=O)N[C@@H](Cc1ccccc1)C(=O)OC(C)(C)C)C(=O)OC(C)(C)C	4	6	1	-1	-8	15	11	9	-10
CC(C)CCn1cnc2c1c(=O)n(CC(=O)NC(N)=O)c(=O)n2Cc1ccccc1	-2	12	7	-1	1	6	2	-2	-22
Cc1ccc(C)c(NC(=O)C(Sc2nc3ccc(C)cc3[nH]2)c2ccccc2)c1 (stereo not given)	-1	16	2	11	-7	7	-14	12	-3
O=C1CCCC2=C1C(c1cccc(O)c1)C1=C(N2)c2ccccc2C1=O (stereo not given)	0	12	18	-4	3	-4	6	22	20
O=C(CC1(O)C(=O)Nc2ccccc21)c1ccccc1O (stereo not given)	1	21	2	-6	-6	-12	-13	13	9
C/C(CC(=O)Nc1ccc(C)c(Cl)c1)=N\NC(=O)Cc1cccs1	2	11	-6	13	4	-7	6	17	-10
CCOc1ccc(CC(=O)N/N=C/c2cccnc2)cc1	1	16	-3	-3	0	4	8	15	-17
CCOc1ccc(OCC)c(NC(=O)C2C3C=CC(O3)C2C(=O)NCc2ccco2)c1 (stereo not given)	1	-6	-10	-7	2	5	14	21	-14
CCCOc1ccc(C(=O)NNC(=S)NC(=O)c2cc(-c3ccc(Cl)cc3)nc3ccccc23)cc1	-7	39	-2	-16	8	29	-10	25	-8
Cc1c(NC(=O)c2noc(C(C)C)c2[N+](=O)[O-])c(=O)n(-c2ccccc2)n1C	0	6	5	-6	10	7	9	5	-8
CC(=O)N(C)c1ccc(N=C2C(=O)Nc3ccccc32)cc1	2	x	x	-3	x	x	2	12	x
CCCOC(=O)CC1C(=O)NCCN1Cc1cc(OC)cc(OC)c1 (stereo not given)	4	10	5	-1	6	2	10	-3	-8
O=C(Cn1nnc(-c2ccccc2)n1)OCc1csc(-c2ccccc2)n1	2	18	-2	4	0	-4	2	16	-15
COCCOC1CCN(C(=O)c2ccc(OC)c(OC3CCN(C(C)C)CC3)c2)CC1	-3	3	-11	-6	1	2	-6	9	7
Cc1ccc(S(=O)(=O)N/N=C(\c2ccccc2)C2CC2)cc1	3	1	-10	2	11	6	4	3	3
O=C1NCC(COc2ccc([N+](=O)[O-])cc2)O1 (stereo not given)	1	14	-11	-5	-7	8	-4	33	-13
COCCCNC(=O)Cn1nc(-c2ccc(C)cc2)ccc1=O	1	10	-4	-11	0	-26	-12	-35	-12
O=C1c2ccccc2[C@@H]2C[C@@H](O)[C@H](Nc3ccccc3)CCN12	-3	x	x	-1	-10	10	4	2	x
Cc1cc(C)c2[nH]c(=O)c(C(c3nnnn3Cc3ccc4c(c3)OCO4)N3CCCC3)cc2c1 (stereo not given)	-5	11	-7	-2	-15	23	9	-66	7
Cc1ccnc(NC(=O)c2ccc(OCc3c(C)noc3C)cc2)c1	0	33	14	-1	-7	2	-7	2	-8
CC(CC(=O)Nc1ccc2c(c1)OCO2)c1ccccc1 (stereo not given)	-1	29	8	4	-3	-17	6	13	0
CN1CCCC(OC(=O)CCCCC(=O)OC2CCCN(C)C2)C1 (stereo not given)	0	14	3	-8	10	3	-9	24	1
FC(F)(F)c1cccc(N2Cc3ccccc3C2)c1	5	1	2	-3	6	5	10	14	-7
N#Cc1ccccc1	-2	10	-6	-3	5	-2	-7	10	-13
Cc1ccc(C(=O)Cn2nc(C)c([N+](=O)[O-])c2C)c(C)c1	0	7	-18	-5	-2	-13	1	22	-27
Cc1nc2sc(C(c3cccs3)N3CCN(c4cccc(Cl)c4)CC3)c(O)n2n1 (stereo not given)	2	13	1	1	4	23	-9	3	4
Cc1ccc(C(=O)Nc2ccccc2C(=O)NC(CC(=O)O)C(=O)O)cc1 (stereo not given)	2	6	-1	-14	-4	-28	24	12	-27
